High-throughput results as filed in PubChem BioAssay.
RECQ1 helicase: qHTS Assay for Inhibitors of RecQ-Like Dna Helicase 1 (RECQ1) | ATP-dependent DNA helicase Q1 (Homo sapiens), P46063 | RECQ1 DNA unwinding, red fluorescence kinetic read | Potency, µM (top dose mostly 57.3 µM), for inactives: top-dose activity, negative = inhibition, most hits filed as inhibitors | actives 0.54% (n = 240,000) | AID 2549, 2010;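 also: plate controls were vehicle for no effect and no enzyme for full effect; nearly all actives have a fitted effect of over 30% in size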
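50 nM RECQ1T1 preincubated 15 min with compound in Tris pH 8.0 buffer with MgCl2, DTT, Tween-20 and 2.5 ug/ml poly(dI-dC); started with 200 nM TAMRA/BHQ-2 forked duplex and 2 mM ATP. Unwinding read as fluorescence (525/598 nm), two reads 2 h apart.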
RGS12 GoLoco inh: qHTS Assay for Inhibitors of RGS12 GoLoco Motif Activity (Red Fluorophore). Gai1:RGS12 GoLoco peptide FP, rhodamine, 10 min. actives 0.44% (n = 230,000). Potency, µM (series often up to 61.6 µM), without a hit: top-dose activity, negative = inhibition, usual class: inhibitors. Guanine nucleotide-binding protein G(i) subunit alpha-1 (Homo sapiens), P63096; active = well fitted inhibition curve with a large enough effect, not every such curve was filed as active; inactive = no such curve, though single readings can be large or run the other way; also: nearly all actives have a fitted effect of over 30% in size; many of its hits are not listed in these tables
Target sequence (P63096 whole entry, looked up): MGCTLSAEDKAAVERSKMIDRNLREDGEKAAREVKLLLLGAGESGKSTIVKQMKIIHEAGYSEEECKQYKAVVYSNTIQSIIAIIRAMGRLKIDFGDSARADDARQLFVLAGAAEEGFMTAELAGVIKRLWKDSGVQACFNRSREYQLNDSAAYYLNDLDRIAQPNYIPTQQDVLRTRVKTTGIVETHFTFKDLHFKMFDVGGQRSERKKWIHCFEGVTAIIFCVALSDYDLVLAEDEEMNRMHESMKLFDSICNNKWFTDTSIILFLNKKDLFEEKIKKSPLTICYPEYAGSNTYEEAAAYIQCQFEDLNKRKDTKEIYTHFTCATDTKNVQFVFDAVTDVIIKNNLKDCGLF
GAA glycogen: qHTS Assay for Inhibitors and Activators of Human alpha-Glucosidase Cleavage of Glycogen. recombinant GAA, glycogen substrate, Amplex Red glucose oxidase fluorescence. Potency, µM (titrated, usually from 76.4 µM), inactives show at the top dose activity change, negative = inhibition, most hits filed as inhibitors. actives 0.38% (n = 300,000);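 also: 0% = full enzyme reaction and -100% = no-enzyme basal signal; the screen sought inhibitors and activators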
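Recombinant human alpha-glucosidase (4 nM final) hydrolysed bovine liver glycogen (30 ug) for 40 min at 37 C in pH 5.0 citrate/phosphate with 0.01% Tween-20. Released glucose detected by glucose oxidase/Amplex Red, Ex 573/Em 610 nm. Compounds up to 77 uM; AC50 from Hill fits.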
TexasRed fluor: Total Fluorescence Counterscreen for Inhibitors of the Interaction of Thyroid Hormone Receptor and Steroid Receptor Coregulator 2; TRb/SRC2 Texas Red total fluorescence interference; Potency, µM (top dose mostly 106 µM), without a hit: at the top dose fluorescence change, negative = quenching; actives 0.29% (n = 280,000); AID 1479, 2009; active = well fitted curve in either direction with a large enough effect; inconclusive = small, poorly fitted or top-dose-only effect
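Flags fluorescent or light-absorbing compounds by total fluorescence, S + 2P, at 555 nm excitation and 632 nm emission. Mixture: 20 nM Texas Red SRC2 peptide, 0.6 uM human TRb LBD, 1 uM T3, 5% DMSO; compound exposure 5 h at ambient temperature.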
L3MBTL1 block: qHTS Assay for the Inhibitors of L3MBTL1; AlphaScreen L3MBTL1–H3K9me1 peptide binding; Potency, µM (highest dose often 57.1 µM), without a hit: at the highest dose activity, negative = inhibition, actives largely listed as inhibitors; actives 0.66% (n = 230,000); also: nearly all actives have a fitted effect of over 60% in size
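AlphaScreen assay: L3MBTL1 (50 nM final) was preincubated 30 min at room temperature with biotinylated H3(1-15)K9me1 peptide (75 nM final), then 30 min with library compounds; streptavidin donor and nickel chelate acceptor beads (10 ug/mL final) added, 30 min dark.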
GAA inhib: qHTS Assay for Inhibitors of Human alpha-Glucosidase as a Potential Chaperone Treatment of Pompe Disease | purified human GAA, 4-MU-alpha-glucoside fluorescence | Potency, µM (series often up to 76.9 µM), without a hit: top-dose activity change, negative = inhibition, actives largely listed as inhibitors | actives 0.005% (n = 200,000);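 also: plate controls were uninhibited enzyme wells for no effect and no-enzyme background for full effect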
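Read-out is 4-methylumbelliferone fluorescence (Ex 365/Em 440 nm) after NaOH/glycine stop at pH 10. Enzyme 4 nM, substrate 400 uM, pH 5.0 citrate buffer, 20 min room temperature; AC50 from Hill-equation concentration-response.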
GAA spleen mod: qHTS Assay for Inhibitors and Activators of Human alpha-Glucosidase From Spleen Homogenate; Lysosomal alpha-glucosidase (Homo sapiens), P10253; human spleen homogenate, 4-MU-alpha-glucoside fluorescence; Potency, µM (top dose mostly 79.9 µM), for the others: at the highest dose activity change, negative = inhibition, actives largely listed as inhibitors; actives 0.006% (n = 240,000); AID 2112, 2009;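 also: 0% = enzyme with vehicle and -100% = no enzyme basal signal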
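Human spleen homogenate (1 ug) with 4-methylumbelliferyl-alpha-D-glucopyranoside (1 mM final) in 50 mM citrate/phosphate pH 5.0, 0.01% Tween-20; 40 min at 37 C. Stopped at pH 10; 4-MU fluorescence Ex 365/Em 440 nm; AC50 by Hill fit.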
TRb-SRC2 inh: qHTS for Inhibitors of the Interaction of Thyroid Hormone Receptor and Steroid Receptor Coregulator 2; actives 0.065% (n = 280,000); TRbeta-SRC2 peptide binding, fluorescence polarization; receptor liganded with 1 µM T3; Potency, µM (highest dose often 106 µM), for inactives: top-dose activity change, negative = inhibition, hits mostly inhibitors;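 also: plate controls were bound peptide for no effect and peptide without receptor for full effect; nearly all actives have a fitted effect of over 50% in size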
Target sequence (P10828 whole entry, looked up): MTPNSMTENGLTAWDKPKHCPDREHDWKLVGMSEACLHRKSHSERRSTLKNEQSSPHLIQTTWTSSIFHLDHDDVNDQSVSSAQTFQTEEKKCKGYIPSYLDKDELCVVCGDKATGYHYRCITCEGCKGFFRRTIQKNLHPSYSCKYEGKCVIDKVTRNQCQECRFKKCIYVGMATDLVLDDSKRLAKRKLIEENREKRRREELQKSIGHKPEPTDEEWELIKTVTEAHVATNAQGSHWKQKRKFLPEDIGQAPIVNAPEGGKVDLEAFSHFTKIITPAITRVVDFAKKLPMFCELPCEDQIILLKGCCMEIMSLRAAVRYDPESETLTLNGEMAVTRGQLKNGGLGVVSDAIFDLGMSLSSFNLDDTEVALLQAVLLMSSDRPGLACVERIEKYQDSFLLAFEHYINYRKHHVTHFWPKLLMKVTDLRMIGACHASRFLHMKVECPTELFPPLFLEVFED
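Binding of a 20-amino-acid Texas Red SRC2 peptide (20 nM) to TRb ligand-binding domain (0.6 uM) with agonist T3 at 1 uM was followed by fluorescence polarization after a 5 hr room-temperature incubation.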
* hit, by the source's call; i = inactive; ? = inconclusive; . = no result given; [ ] = remark or other dose. Unless noted, calls follow the shape of the dose curve; as a rule, active = well fitted curve in the direction sought with a large enough effect; inconclusive = small, poorly fitted or top-dose-only effect, or another doubt; inactive = no such curve, though single readings can be large; an effect the other way counts as inactive or inconclusive. Unless noted, % is scaled to controls: 0 for no effect and ±100 for the full control effect; potency is read from the fitted curve at half-maximal effect.

SMILES	RECQ1 helicase	RGS12 GoLoco inh	GAA glycogen	TexasRed fluor	L3MBTL1 block	GAA inhib	GAA spleen mod	TRb-SRC2 inh
O=C1C2C(C(=O)N1/N=C/c1cccc([N+](=O)[O-])c1)C1C=CC2C12CC2 (stereo not drawn)	5%	3%	14%	-4%	-3%	-4%	-1%	2%
Cc1ccc(C)c2c1[nH]c1ccc([N+](=O)[O-])cc12	-11%	0%	1%	-2%	.	-5%	-5%	-3%
COCCCNC(=O)CCc1c(C)nc2c(-c3ccc(F)cc3)c(C)nn2c1C	3%	5%	1%	4%	.	.	5%	2%
N#Cc1c(-c2ccc3c(c2)OCO3)csc1N	-4%	3%	-25%	-5%	-6%[11.4 µM]	5%	-15%	-2%
COc1ccc(/C(N)=N/OC(=O)CN(C)S(=O)(=O)c2ccc(C)cc2)cc1	i	5%	-12%	-6%	25%	?	3%	3%
O=C(O)c1ccc(N2CC3CC(C2)c2cccc(=O)n2C3)c(NS(=O)(=O)c2cccc(C(F)(F)F)c2)c1 (stereo not drawn)	i	2%	-6%	-3%	.	-2%	4%	-7%
CCOC(=O)c1ccc(S(=O)(=O)NNC(=O)c2ccc3c(c2)nc(C)n3CC)cc1	-6%	51%[activator]	-22%	0%	0%	-6%	6%	-2%
Cc1cc(=O)[nH]c(SCC(=O)Nc2ccc(C)c(S(=O)(=O)N3CCCCC3)c2)n1	i	5%	-5%	0%	.	.	2%	6%
COCC(C)NC(C(=O)Nc1cccc(C(C)=O)c1)c1ccccc1 (stereo not drawn)	1%	11%	0%	-1%	1%	8%	4%	9%
Clc1ccc(-c2nc3ccccn3c2CN2CCCCC2)cc1	i	6%	9%	-2%	-17%	-7%	.	-4%
COc1cc(NC(=O)Cc2ccccc2)cc(OC)c1	-2%	-13%	-7%	2%	31%[activator]	8%	0%	-26%
CC(C)n1nc(C(=O)OCC(=O)c2c[nH]c3ccccc23)c2ccccc2c1=O	-7%	10%	-3%	-5%	.	11%	-2%	-3%
O=C(COC(=O)c1cnccn1)NCCc1ccccc1	7%	7%	2%	-4%	10%	3%	1%	-11%
CCS(=O)(=O)c1ccc2c(c1)N(S(C)(=O)=O)CC(C(=O)NN)O2 (stereo not drawn)	-1%	-3%	-19%	0%	2%	?	-5%	-4%
CC(C)Cn1c(CN2CCN(c3ccccc3F)CC2)nc2c1c(=O)[nH]c(=O)n2C	i	8%	2%	-8%	?	3%	-4%	5%
CN(C)C(=O)Cn1nc(-c2ccccc2)c2ccccc2c1=O	2%	-1%	1%	-3%	.	0%	-6%	-4%
CCOC(=O)c1[nH]c2ccc(F)cc2c1NC(=O)CN1CCN(C/C=C/c2ccccc2)CC1	?	-1%	-6%	0%	-4%	-7%	-8%	6%
CC(=O)Nc1ccc2nc3ccccc3nc2c1	16%	3%	-1%	-10%	-2%	.	-2%	-1%
CC1CCN(C(c2cccs2)c2nnnn2Cc2ccccc2)CC1 (stereo not drawn)	-10%	25%	-7%	-1%	.	-3%	-7%	3%
N#CCCCn1c(-c2ccccc2)noc1=O	i	-2%	6%	0%	4%	5%	2%	4%
Cc1ccc(Cl)cc1N1CCN(S(=O)(=O)c2cnc[nH]2)CC1	-3%	-4%	0%	3%	.	-7%	0%	-1%
CCN(C(=O)c1cnc2scc(C)n2c1=O)c1ccccc1C	-2%	-8%	0%	-1%	-2%	0%	2%	3%
CCCn1c(CC)nc([N+](=O)[O-])c1S(=O)(=O)c1ccccc1	-12%	4%	-18%	1%	-2%	4%	4%	-11%
CC(=O)Nc1ccc(S(=O)(=O)NCCNC(=O)c2ccccc2F)cc1	-10%	5%	3%	1%	1%	-1%	-22%	-8%
CCc1cccc(C)c1NC(=S)NCCc1c(C)[nH]c2ccc(C)cc12	-13%	6%	?	-10%	-13%	-4%[15.4 µM]	-2%	2%
COC(=O)C1=C(C)OC(N)=C(C#N)C1c1cc2cc(C)ccc2nc1Cl (stereo not drawn)	i	9%	-13%	0%	4%	5%	-4%	7%
O=C(c1cccc(N2CCCC2=O)c1)N1CCN(c2ccccc2)CC1	i	-2%	0%	-3%	1%	-5%	2%	2%
O=S(=O)(c1ccc(N=C2NN=C(c3cc(F)ccc3F)CS2)cc1)N1CCOCC1	0%	-10%	16%	-3%	.	3%	5%	-6%
Cc1cccc(NC(=O)CN2C(=O)NC(C)(c3ccc4c(c3)OCO4)C2=O)c1 (stereo not drawn)	i	-2%	2%	-4%	.	-17%	-3%	0%
COc1ccc(NC(=O)CSc2nc(O)cc(=O)[nH]2)c(OC)c1	8%	0%	1%	0%	.	.	2%	3%

Looked up by structure from the entries so far:
SMILES	RECQ1 helicase	RGS12 GoLoco inh	GAA glycogen	TexasRed fluor	L3MBTL1 block	GAA inhib	GAA spleen mod	TRb-SRC2 inh
Cc1ccc(Cl)cc1N1CCN(S(=O)(=O)c2cnc[nH]2)CC1	-3%	-4%	0%	3%	.	-7%	0%	-1%
N#Cc1c(-c2ccc3c(c2)OCO3)csc1N	-4%	3%	-25%	-5%	-6%[11.4 µM]	5%	-15%	-2%

Of the compounds above, these have a Cl atom.
SMILES	RECQ1 helicase	RGS12 GoLoco inh	GAA glycogen	TexasRed fluor	L3MBTL1 block	GAA inhib	GAA spleen mod	TRb-SRC2 inh
Clc1ccc(-c2nc3ccccn3c2CN2CCCCC2)cc1	i	6%	9%	-2%	-17%	-7%	.	-4%
Cc1ccc(Cl)cc1N1CCN(S(=O)(=O)c2cnc[nH]2)CC1	-3%	-4%	0%	3%	.	-7%	0%	-1%
COC(=O)C1=C(C)OC(N)=C(C#N)C1c1cc2cc(C)ccc2nc1Cl (stereo not drawn)	i	9%	-13%	0%	4%	5%	-4%	7%

(continued)
SMILES	RECQ1 helicase	RGS12 GoLoco inh	GAA glycogen	TexasRed fluor	L3MBTL1 block	GAA inhib	GAA spleen mod	TRb-SRC2 inh
Cc1cc(C)n(S(=O)(=O)c2ccc(C(C)(C)C)cc2)n1	-3%	-4%	7%	-3%	2%	-9%	-14%	-7%
CCCCNC(=O)Nc1nc2ccccc2s1	-6%	7%	6%	1%	15%	3%	-1%	5%
COc1ccc([N+](=O)[O-])cc1N(CC(O)Cn1nnc2ccccc21)S(=O)(=O)c1ccc(C)cc1 (stereo not drawn)	-4%	39%[activator]	6%	-7%	-14%	-3%	-8%	1%
COc1ccccc1-c1ccc(NC2CCCCC2)nn1	-2%	15%	3%	-4%	-1%	-4%	1%	-9%
Oc1ccc(Br)cc1C=Nc1ccc(Cl)cc1	-7%	-1%	-6%	-1%	.	3%	2%	-4%
COc1ccccc1NC(=S)NCCC(c1ccccc1)c1ccccc1	-27%	-6%	-24%	-2%	-17%	-2%	-3%	1%
CCOC(=O)C1CCCN(c2c(NCCc3ccc(Cl)cc3)c(=O)c2=O)C1 (stereo not drawn)	-12%	3%	4%	-4%	7%	.	5%	2%
COC(=O)C1=C(O)/C(=C\c2cc(C)n(-c3ccccc3F)c2C)N=C1C	33%[activator]	62%[activator]	0%	0%	.	-8%	-18%	10%
CC(C)CCC(CCN1CCCC1)c1ccc2c(c1)OCO2 (stereo not drawn)	8%	-5%	10%	-2%	28µM*	-1%[15.4 µM]	-5%	3%
CCc1cc(-c2oncc2-c2ccc(OC)cc2)c(O)cc1OC	-16%	.	.	-3%	.	.	-1%	-6%
CCOC(=O)c1oc2ccc(S(=O)(=O)Nc3ccc4c(c3)n(C)c(=O)n4C)cc2c1C	-12%	0%	-8%	3%	-9%	-3%	-8%	3%
Nc1c(N(C(=O)Nc2ccc(Cl)c(Cl)c2)C2CCCC2)c(=O)[nH]c(=O)n1Cc1ccccc1	i	10%	3%	2%	.	1%	6%	3%
Cc1ccc(-n2nc(C)c3c2OC(N)=C(C#N)C3c2ccccc2F)cc1 (stereo not drawn)	-5%	8%	-21%	-4%	-13%	-12%	-5%	-17%
O=C(NCCSc1ccc(Cl)cc1)c1ccc(CN2CCOCC2)cc1	i	-1%	2%	-5%	-5%	8%	-1%	-1%
COc1ccc(OCCNC(=O)c2cccc(Oc3ccc(C(F)(F)F)cc3[N+](=O)[O-])c2)cc1	-10%	-4%	-2%	-2%	-7%	2%	-4%	-3%
CCOC(=O)C1C(=O)OC(C)(C)C1C(CC)C(=O)c1c(C)cc(C)cc1C (stereo not drawn)	-4%	-1%	6%	-2%	-1%	.	-15%	0%
COC(=O)CSc1nc2cc(OC)ccc2n1C	-2%	0%	7%	-2%	3%	.	-2%	-5%
COC(=O)C1=CNC=C(C(=O)OC)C1c1cccc(OC)c1	i	5%	0%	-1%	8%	?	21%	0%
CCOc1ccc(S(=O)(=O)N2CCc3ccccc3C2)cc1	-5%	3%	-19%	-4%	27%	2%	0%	-13%
CSCCC1NC(=O)N(C(C)C(=O)Nc2cc(Cl)cc(Cl)c2)C1=O (stereo not drawn)	i	3%	-4%	-4%	-2%[11.4 µM]	-4%	-5%	0%
CCN(CC)S(=O)(=O)c1ccc(C)c(NC(=O)CN(C)C)c1	-5%	.	5%	-5%	3%	6%	-4%	-1%
CCCCOc1ccc(C2CCC(C(C)=O)C(C)C2)cc1 (stereo not drawn)	-12%	7%	-2%	-1%	.	.	-9%	1%
COc1ccc(S(=O)(=O)Nc2ccc(NC(C)=O)cc2)cc1Br	1%	-5%	5%	2%	-2%	0%	2%	0%
CC(Sc1nc2ccccc2s1)C(=O)N1CCOCC1 (stereo not drawn)	-2%	.	-4%	0%	3%	5%	-3%	-6%
Cc1ccc(C(C(=O)NC2CCCC2)N(Cc2ccc3c(c2)OCO3)C(=O)c2snc(C(N)=O)c2N)cc1 (stereo not drawn)	-5%	6%	6%	-2%	.	.	0%	-6%

These rows are one share of the data; the hit share may differ from the screen's.
